Assay outcomes: PubChem BioAssay, Sanford-Burnham Center for Chemical Genomics
SENP8 block – SENP8 protease inhibitors, primary screen, biochemical, luminescence | purified SENP8, Z-RLRGG-aminoluciferin cleavage | inhibition, % at 10 µM | 330,000 compounds, 1.2% hits | AID 2540, 2010
Gli-Sufu block – Gli-Sufu pathway antagonists, primary screen, luciferase luminescence, Sufu-KO-LIGHT cells, uHTS. Sufu-KO-LIGHT fibroblasts, Gli luciferase reporter luminescence. inhibition, % at 5 µM. 340,000 compounds, 0.74% hits;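 active = inhibition above about 55%, limit read from the data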;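 note: 0% = DMSO-treated cells and 100% = wells with medium but no cells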
SENP7 block – SENP7 protease inhibitors, primary screen, biochemical, luminescence, uHTS; recombinant SENP7, Z-RLRGG-aminoluciferin luminescence, 40 min; inhibition, % at 5 µM; 330,000 compounds, 1.5% hits; AID 434973, 2010;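 active = inhibition above about 50% at the single test dose, limit read from the data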;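 note: plate controls were DMSO with enzyme for no effect and no enzyme buffer wells for full effect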
Apaf-1 inh – inhibitors of human Apaf-1 apoptosome, primary screen, biochemical, DEVD-Rh110 fluorescence, uHTS; inhibition, % at 20 µM; Apoptotic protease-activating factor 1 (Homo sapiens), O14727; reconstituted apoptosome caspase-3 activity; 330,000 compounds, 0.71% hits; active = inhibition of at least 40% at 20 µM;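 note: plate controls were DMSO wells for no effect and DEVD-CHO caspase inhibitor wells for full effect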
Target sequence (O14727 whole entry, looked up): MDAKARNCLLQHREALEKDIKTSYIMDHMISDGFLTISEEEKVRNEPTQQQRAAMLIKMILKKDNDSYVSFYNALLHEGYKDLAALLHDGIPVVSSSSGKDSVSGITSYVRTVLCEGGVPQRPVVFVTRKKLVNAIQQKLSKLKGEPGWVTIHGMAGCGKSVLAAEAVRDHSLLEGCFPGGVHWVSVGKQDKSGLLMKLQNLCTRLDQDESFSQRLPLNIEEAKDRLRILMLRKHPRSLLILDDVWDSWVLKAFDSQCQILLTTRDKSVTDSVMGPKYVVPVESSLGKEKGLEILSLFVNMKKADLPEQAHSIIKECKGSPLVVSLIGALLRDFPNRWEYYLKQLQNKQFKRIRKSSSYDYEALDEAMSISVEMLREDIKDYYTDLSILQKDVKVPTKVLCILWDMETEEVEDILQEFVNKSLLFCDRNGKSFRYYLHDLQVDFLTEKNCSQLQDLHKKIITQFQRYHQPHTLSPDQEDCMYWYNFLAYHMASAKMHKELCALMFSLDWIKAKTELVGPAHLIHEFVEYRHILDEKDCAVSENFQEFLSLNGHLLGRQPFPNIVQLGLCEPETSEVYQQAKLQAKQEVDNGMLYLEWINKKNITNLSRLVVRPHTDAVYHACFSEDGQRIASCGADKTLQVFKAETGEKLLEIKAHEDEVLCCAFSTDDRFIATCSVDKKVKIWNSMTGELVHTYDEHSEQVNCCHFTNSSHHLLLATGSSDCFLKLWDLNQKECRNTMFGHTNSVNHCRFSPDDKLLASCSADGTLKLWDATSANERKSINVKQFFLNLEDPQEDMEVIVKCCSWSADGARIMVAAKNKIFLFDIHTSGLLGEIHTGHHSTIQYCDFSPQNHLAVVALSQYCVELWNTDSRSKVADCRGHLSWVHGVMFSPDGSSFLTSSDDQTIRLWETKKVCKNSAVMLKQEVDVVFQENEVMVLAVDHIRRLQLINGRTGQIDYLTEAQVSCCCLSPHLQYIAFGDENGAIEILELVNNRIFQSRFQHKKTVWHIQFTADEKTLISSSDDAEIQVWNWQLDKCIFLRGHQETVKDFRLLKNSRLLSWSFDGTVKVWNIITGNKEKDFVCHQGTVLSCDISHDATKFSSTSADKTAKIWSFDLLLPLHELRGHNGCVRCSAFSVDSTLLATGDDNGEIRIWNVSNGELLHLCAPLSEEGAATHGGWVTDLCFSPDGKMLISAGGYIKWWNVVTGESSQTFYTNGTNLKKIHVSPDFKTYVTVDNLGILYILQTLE
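Assay system – apoptosome proteins · Medium – Hepes buffer, pH 7.5 · Also added – cytochrome c with DEVD-Rh110 · Timing – 30 min compound preincubation, 50 min activation, room temperature · Detection – Rh110 fluorescence, excitation 480 nm, emission 540 nm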
UBC13 inh – UBC13 polyubiquitin chain formation inhibitors, primary screen, biochemical, TR-FRET, uHTS | 330,000 compounds, 0.47% hits | inhibition, % at 20 µM | AID 485273, 2010 | Ubiquitin-conjugating enzyme E2 N (Homo sapiens), P61088; in the data active = inhibition above about 45%, passing the limit was not always enough
697 NFkB inh – inhibitors of PMA/ionomycin-induced NF-kB reporter, 697 cells, primary screen, B-cell NF-kB inhibitor project, cell-based, luminescence, uHTS | 697 B-cell NF-kB luciferase reporter, 16 h | inhibition, % at 4 µM | 330,000 compounds, 0.33% hits; in the data active = inhibition above about 35%
HKDC1 inh – HKDC1 hexokinase inhibitors, primary screen, biochemical, fluorescence, uHTS; Q2TB90; recombinant HKDC1, G6PDH/diaphorase resazurin coupled fluorescence; inhibition, % at 20 µM; 340,000 compounds, 0.16% hits; AID 493160, 2011;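 active = inhibition above about 35% when tested at 20 µM, limit read from the data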;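 note: plate controls were DMSO wells with enzyme for no effect and DMSO wells lacking enzyme for full effect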
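Assay system: in-house recombinant HK5 (HKDC1) enzyme. Input: HKDC1 at 5 µg/mL. Medium: Tris pH 8.0 buffer with MgCl2, Tween-20, BSA, BME. Dosing: single 20 µM dose. Schedule: 90 min reaction incubation at room temperature, dark. Signal: resazurin-to-resorufin fluorescence via G6PDH and diaphorase coupling, 525/613 nm. Controls: DMSO-enzyme wells negative, buffer-substituted wells positive.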
Jurkat NFkB inh – inhibitors of induced NF-kB luciferase reporter, primary screen, TCR NF-kB activation inhibitor project, cell-based, luminescence, uHTS. Jurkat, PMA/ionomycin-induced NF-kB luciferase reporter. inhibition, % at 4 µM. 330,000 compounds, 0.53% hits. AID 435003, 2010
An asterisk follows results filed as active. Cut-off read from the data, not from the text of the source, unless noted: active = inhibition above about 50%; inactive = the rest.

The first six entries (preview)
Screening CCN(C(=O)COC(=O)c1cc(-c2ccccc2)nc2c1c(C)nn2-c1ccc(C)cc1)C1CCS(=O)(=O)C1 (configuration not stated) returned SENP8 block 5, Gli-Sufu block 30, SENP7 block -1, Apaf-1 inh -10, UBC13 inh 18, 697 NFkB inh -7, HKDC1 inh 0 and Jurkat NFkB inh -15.
CCOc1ncccc1C(=O)OCC(=O)Nc1cc(C(C)(C)C)ccc1OC was read as SENP8 block -3, Gli-Sufu block 17, SENP7 block 6, Apaf-1 inh 11, UBC13 inh 18, 697 NFkB inh -11, HKDC1 inh -2 and Jurkat NFkB inh -2.
For CC(=O)Nc1ccc(S(=O)(=O)N2CCN(S(=O)(=O)c3ccccc3)CC2)cc1 the results were SENP8 block 3, Gli-Sufu block 1, SENP7 block -3, Apaf-1 inh -9, UBC13 inh 3, 697 NFkB inh 17, HKDC1 inh 3 and Jurkat NFkB inh 30.
Screening Cn1nc2c3cc(F)ccc3n(Cc3ccc(F)cc3)cc-2c1=O returned SENP8 block -2, Gli-Sufu block -14, SENP7 block 0, Apaf-1 inh 1, UBC13 inh 4, 697 NFkB inh 3, HKDC1 inh 0 and Jurkat NFkB inh -10.
`OC1(C#CCN2CCCC2)c2ccccc2-c2ccccc21` gave SENP8 block 4, Gli-Sufu block 3, SENP7 block 8, Apaf-1 inh 7, UBC13 inh 3, 697 NFkB inh -8, HKDC1 inh 9 and Jurkat NFkB inh 1.
For c1ccc(Nc2nnc(SCc3cccc4ccccc34)s2)cc1 the results were SENP8 block -10, Gli-Sufu block 3, SENP7 block 7, Apaf-1 inh 16, UBC13 inh -4, 697 NFkB inh -31, HKDC1 inh 2 and Jurkat NFkB inh -6.

The list itself, from the start:
Screening CCN(C(=O)COC(=O)c1cc(-c2ccccc2)nc2c1c(C)nn2-c1ccc(C)cc1)C1CCS(=O)(=O)C1 (configuration not stated) returned SENP8 block 5, Gli-Sufu block 30, SENP7 block -1, Apaf-1 inh -10, UBC13 inh 18, 697 NFkB inh -7, HKDC1 inh 0 and Jurkat NFkB inh -15.
CCOc1ncccc1C(=O)OCC(=O)Nc1cc(C(C)(C)C)ccc1OC was read as SENP8 block -3, Gli-Sufu block 17, SENP7 block 6, Apaf-1 inh 11, UBC13 inh 18, 697 NFkB inh -11, HKDC1 inh -2 and Jurkat NFkB inh -2.
For CC(=O)Nc1ccc(S(=O)(=O)N2CCN(S(=O)(=O)c3ccccc3)CC2)cc1 the results were SENP8 block 3, Gli-Sufu block 1, SENP7 block -3, Apaf-1 inh -9, UBC13 inh 3, 697 NFkB inh 17, HKDC1 inh 3 and Jurkat NFkB inh 30.
Screening Cn1nc2c3cc(F)ccc3n(Cc3ccc(F)cc3)cc-2c1=O returned SENP8 block -2, Gli-Sufu block -14, SENP7 block 0, Apaf-1 inh 1, UBC13 inh 4, 697 NFkB inh 3, HKDC1 inh 0 and Jurkat NFkB inh -10.
`OC1(C#CCN2CCCC2)c2ccccc2-c2ccccc21` gave SENP8 block 4, Gli-Sufu block 3, SENP7 block 8, Apaf-1 inh 7, UBC13 inh 3, 697 NFkB inh -8, HKDC1 inh 9 and Jurkat NFkB inh 1.
For c1ccc(Nc2nnc(SCc3cccc4ccccc34)s2)cc1 the results were SENP8 block -10, Gli-Sufu block 3, SENP7 block 7, Apaf-1 inh 16, UBC13 inh -4, 697 NFkB inh -31, HKDC1 inh 2 and Jurkat NFkB inh -6.
Screening Cc1nn(C)c(C)c1C(C)NC(=O)c1ccc(OC2CCN(Cc3ccccn3)CC2)cc1 (configuration not stated) returned SENP8 block -8, Gli-Sufu block 31, SENP7 block -8, Apaf-1 inh 0, UBC13 inh -5, 697 NFkB inh -11, HKDC1 inh 0 and Jurkat NFkB inh 12.
`COc1ccc(N(CC(=O)N2CCN(c3cccc(C)c3C)CC2)S(=O)(=O)c2c(C)noc2C)cc1` gave SENP8 block 2, Gli-Sufu block 13, SENP7 block 3, Apaf-1 inh 14, UBC13 inh -2, 697 NFkB inh 1, HKDC1 inh -1 and Jurkat NFkB inh -5.
c1ccc(-n2cccc2)c(N2CCCCC2)c1 was read as SENP8 block -1, Gli-Sufu block 4, SENP7 block 7, Apaf-1 inh 3, UBC13 inh 0, 697 NFkB inh -2, HKDC1 inh 2 and Jurkat NFkB inh 6.
Screening Cc1cccc(OCc2nnc(SCc3cc(=O)[nH]c4ccccc34)n2-c2ccccc2)c1 returned SENP8 block -8, Gli-Sufu block 0, SENP7 block -7, Apaf-1 inh 6, UBC13 inh -15, 697 NFkB inh -14, HKDC1 inh 2 and Jurkat NFkB inh -20.
Screening CCCN1C(=O)/C(=C/c2ccc(C)o2)SC1=Nc1ccc(OCC)cc1 returned SENP8 block 3, Gli-Sufu block 6, SENP7 block 9, Apaf-1 inh 26, UBC13 inh -6, 697 NFkB inh -10, HKDC1 inh 3 and Jurkat NFkB inh -10.
COc1ccccc1-n1cnnc1SCC(=O)NCc1cccs1 was read as SENP8 block -11, Gli-Sufu block -52, SENP7 block -5, Apaf-1 inh 5, UBC13 inh -1, 697 NFkB inh 14, HKDC1 inh -11 and Jurkat NFkB inh -10.
Cc1ccc(S(=O)(=O)NCC(=O)Nc2ccc3c(c2)OCCO3)cc1 was read as SENP8 block -9, Gli-Sufu block -8, SENP7 block 5, Apaf-1 inh -4, UBC13 inh -8, 697 NFkB inh 7, HKDC1 inh -3 and Jurkat NFkB inh -6.
Cc1ccc(-n2nc(C)cc2NC(=O)CC#N)cc1 was read as SENP8 block -3, Gli-Sufu block -8, SENP7 block -1, Apaf-1 inh -2, UBC13 inh -1, 697 NFkB inh 11, HKDC1 inh -11 and Jurkat NFkB inh -2.
Screening Cc1cc(C(=O)O)ccc1N/C=C1\CCCC(C)C1=O (configuration not stated) returned SENP8 block 77*, Gli-Sufu block -90, SENP7 block 27, Apaf-1 inh 2, UBC13 inh -8, 697 NFkB inh -198, HKDC1 inh -9 and Jurkat NFkB inh -57.
`COc1cc2cnc(-c3ccccc3)c(-c3ccc(C(F)(F)F)cc3)c2cc1OC` gave SENP8 block -8, Gli-Sufu block 9, SENP7 block 1, Apaf-1 inh 22, UBC13 inh 2, 697 NFkB inh -6, HKDC1 inh 6 and Jurkat NFkB inh -1.
`Cc1ccc(S(=O)(=O)N2CCCCC2)cc1NC(=O)CNc1ccccc1N1CCCC1=O` gave SENP8 block -10, Gli-Sufu block 0, SENP7 block -11, Apaf-1 inh 5, UBC13 inh 2, 697 NFkB inh 21, HKDC1 inh -2 and Jurkat NFkB inh 0.
Screening Cc1ccc(-c2nn(-c3cccc(F)c3)cc2CN2CCN(c3ccccn3)CC2)o1 returned SENP8 block -3, Gli-Sufu block 14, SENP7 block 6, Apaf-1 inh 20, UBC13 inh 3, 697 NFkB inh -8, HKDC1 inh 1 and Jurkat NFkB inh 8.
`CCCn1nnc(NC(=O)/C=C/c2ccc(C(C)C)cc2)n1` gave SENP8 block -2, Gli-Sufu block -5, SENP7 block 0, Apaf-1 inh -11, UBC13 inh 8, 697 NFkB inh 4, HKDC1 inh -3 and Jurkat NFkB inh 4.
`O=C(COC(=O)C1CC2CCCC(C1)C2=O)Nc1nc(-c2ccc(F)c(F)c2)cs1` (configuration not stated) gave SENP8 block -4, Gli-Sufu block -21, SENP7 block 10, Apaf-1 inh 27, UBC13 inh 0, 697 NFkB inh -25, HKDC1 inh -3 and Jurkat NFkB inh -23.
For CC1(C)Cc2c(sc3nn[nH]c(=O)c23)CO1 the results were SENP8 block -3, Gli-Sufu block 0, SENP7 block -1, Apaf-1 inh 1, UBC13 inh -9, 697 NFkB inh -11, HKDC1 inh -7 and Jurkat NFkB inh -7.
For COCCOC(=O)c1c(NC(=O)CN2c3ccccc3CC2C)sc(C(N)=O)c1C (configuration not stated) the results were SENP8 block 4, Gli-Sufu block 16, SENP7 block 7, Apaf-1 inh 14, UBC13 inh 16, 697 NFkB inh 2, HKDC1 inh 8 and Jurkat NFkB inh 4.
`CSc1ccc(S(=O)(=O)NCc2ccc(Cl)cc2Cl)cc1` gave SENP8 block -11, Gli-Sufu block 6, SENP7 block -12, Apaf-1 inh 20, UBC13 inh -10, 697 NFkB inh -1, HKDC1 inh 19 and Jurkat NFkB inh -23.
O=S(=O)(c1cnccc1N1CCN(/N=C/c2ccc(Cl)cc2)CC1)N1CCCCC1 was read as SENP8 block -8, Gli-Sufu block 15, SENP7 block 7, Apaf-1 inh 26, UBC13 inh -9, 697 NFkB inh 25, HKDC1 inh -1 and Jurkat NFkB inh 2.
`CCC(=O)N1CCc2nc(-c3ccccc3)sc2C1` gave SENP8 block 0, Gli-Sufu block -29, SENP7 block 6, Apaf-1 inh -2, UBC13 inh 5, 697 NFkB inh -33, HKDC1 inh -12 and Jurkat NFkB inh -30.
`COc1ccc(S(=O)(=O)Nc2ccc(Cl)cn2)c(C)c1C` gave SENP8 block -12, Gli-Sufu block 9, SENP7 block -13, Apaf-1 inh 16, UBC13 inh -14, 697 NFkB inh -1, HKDC1 inh -3 and Jurkat NFkB inh 3.
For Cc1onc(-c2c(Cl)cccc2Cl)c1C(=O)NCC1CCCO1 (configuration not stated) the results were SENP8 block -7, Gli-Sufu block 46, SENP7 block 16, Apaf-1 inh -7, UBC13 inh -7, 697 NFkB inh -16, HKDC1 inh 1 and Jurkat NFkB inh -4.
COc1ccc(NC(=O)c2ccccc2C)cc1 was read as SENP8 block 16, Gli-Sufu block -71, SENP7 block 27, Apaf-1 inh -11, UBC13 inh 0, 697 NFkB inh -106, HKDC1 inh -6 and Jurkat NFkB inh -71.
`Cc1cc(NC(=O)C(C)SCC(=O)Nc2cc(C(F)(F)F)ccc2N2CCCCC2)no1` (configuration not stated) gave SENP8 block 1, Gli-Sufu block 13, SENP7 block 8, Apaf-1 inh 25, UBC13 inh -1, 697 NFkB inh -2, HKDC1 inh 8 and Jurkat NFkB inh 4.
For COc1ccc(-c2nnn(CC(=O)N(CC(=O)NCCC(C)C)c3ccccc3)n2)cc1OC the results were SENP8 block -6, Gli-Sufu block -2, SENP7 block -3, Apaf-1 inh -16, UBC13 inh 8, 697 NFkB inh 28, HKDC1 inh -8 and Jurkat NFkB inh 15.
Screening CCc1nnc(NS(=O)(=O)c2ccc(NC(=O)CCC(=O)OC)cc2)s1 returned SENP8 block 3, Gli-Sufu block 0, SENP7 block 2, Apaf-1 inh 2, UBC13 inh -5, 697 NFkB inh -16, HKDC1 inh -2 and Jurkat NFkB inh -27.
O=C(NCCN1CCCc2ccccc21)C1CCC(=O)N(CCc2ccccc2)C1 (configuration not stated) was read as SENP8 block 11, Gli-Sufu block 0, SENP7 block 0, Apaf-1 inh -6, UBC13 inh 2, 697 NFkB inh 0, HKDC1 inh 5 and Jurkat NFkB inh 10.
Cc1c(C(=O)N2CCN(c3ccccc3)CC2)oc2c(Cl)cccc12 was read as SENP8 block -16, Gli-Sufu block -13, SENP7 block -4, Apaf-1 inh 39, UBC13 inh 2, 697 NFkB inh -15, HKDC1 inh 4 and Jurkat NFkB inh 35.
CCc1cccc2c(C=C(C#N)C#N)cn(CC(=O)N3CCCC3)c12 was read as SENP8 block -1, Gli-Sufu block 4, SENP7 block -7, Apaf-1 inh 6, UBC13 inh -8, 697 NFkB inh -6, HKDC1 inh -9 and Jurkat NFkB inh -7.
